Screening data deposited in PubChem BioAssay by National Center for Advancing Translational Sciences (NCATS).
Sm TGR block: inhibitors of Schistosoma mansoni thioredoxin glutathione reductase. Q962Y6. purified TGR, DTNB reduction, TNB absorbance 405 nm. Potency, µM (titrated, usually from 114 µM), for inactives: top-dose activity change, negative = inhibition, hits mostly inhibitors. actives 3% (n = 360,000). AID 485364; further: potency means the concentration at half of the fitted maximal effect; nearly all actives have a fitted effect of over 60% in size
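Kinetic colorimetric format: TGR-catalysed, NADPH-driven DTNB reduction monitored via TNB absorbance. Enzyme dispensed at 20 nM; compound exposure 15 min at room temperature before reaction start.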
AMA1-RON2 inh: inhibitors of Plasmodium falciparum AMA1-RON2 interaction. Potency, µM (titrated, usually from 58.2 µM), inactives show top-dose activity change, negative = inhibition, actives largely listed as inhibitors. actives 0.2% (n = 360,000). AID 720542. AlphaScreen AMA1-biotinylated RON2 peptide binding;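 further: potency means the concentration at half of the fitted maximal effect; 0% = vehicle wells and -100% = peptide control; nearly all actives have a fitted effect of over 45% in size; some results filed as inactive show a strong effect at the top dose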
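AMA1 (3D7) with his tag at 25 nM final met compounds first, then biotinylated RON2 peptide at 25 nM; detection used donor plus acceptor beads, 10 µg/mL apiece, read by AlphaScreen after 30 min at room temperature.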
Giardia FBPA inh: inhibitors of Giardia lamblia fructose-1,6-bisphosphate aldolase | A8B2U2 | purified Giardia FBPA | Potency, µM (series often up to 59.6 µM), for inactives: top-dose activity, negative = inhibition, actives largely listed as inhibitors | actives 0.71% (n = 290,000) | AID 2451; further: potency means the concentration at half of the fitted maximal effect; nearly all actives have a fitted effect of over 55% in size
Target sequence (A8B2U2 whole entry, looked up): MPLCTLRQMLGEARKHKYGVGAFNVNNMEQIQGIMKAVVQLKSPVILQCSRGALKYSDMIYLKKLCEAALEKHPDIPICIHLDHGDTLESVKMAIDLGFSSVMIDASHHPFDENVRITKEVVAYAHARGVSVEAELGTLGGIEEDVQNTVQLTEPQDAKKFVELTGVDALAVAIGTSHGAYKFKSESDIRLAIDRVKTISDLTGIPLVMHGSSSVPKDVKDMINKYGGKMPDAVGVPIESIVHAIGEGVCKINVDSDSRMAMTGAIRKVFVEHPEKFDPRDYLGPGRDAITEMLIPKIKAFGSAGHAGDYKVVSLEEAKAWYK
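Giardia FBPA (40 nM reagent) was preincubated 10 min at RT with compound (up to 57.5 uM final), then substrate plus GAPDH/TPI/NAD/arsenate coupling system with diaphorase/resazurin was added; resorufin fluorescence (525/598 nm) was read after 20 min.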
HCV inhibitor: inhibitors of hepatitis C virus infection; Huh7.5.1 HCVcc-Cre infection, luciferase reporter, 44 h; Potency, µM (doses to about 41.8 µM), inactives show at the top dose activity change, negative = inhibition, actives largely listed as inhibitors; actives 3.4% (n = 340,000); further: potency means the concentration at half of the fitted maximal effect
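Reporter virus HCVcc-Cre (~0.5 moi) infects cells exposed to compound; seeding density 1,000 cells/well with 4 h settling beforehand. Luminescence, 15 sec read, taken 44 h post-infection following a 15 min RT substrate incubation.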
HCMV antiviral: human cytomegalovirus inhibition; AID 1259415; activity change, negative = inhibition, % at 57.5 µM; actives 4.5% (n = 410,000); HFF cells, HCMV-luciferase reporter, 72 h; stronger effect = lower value; in the data active means activity change below about -60%; inconclusive means no clear call, values can overlap the other calls; inactive means above about -39%
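Human foreskin fibroblasts infected with luciferase-reporter HCMV at MOI 1 PFU/cell, compounds at two doses. Luciferase measured 72 h post infection; normalized to buffer-only basal and Salinomycin (10uM) controls.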
AmpC inh detg: blocks E. coli AmpC beta-lactamase in detergent assay. P00811. AmpC hydrolysis of nitrocefin, absorbance 480 nm, 0.01% Triton. Potency, µM (highest dose often 114 µM), for the others: at the top dose activity change, negative = inhibition, actives largely listed as inhibitors. actives 0.041% (n = 370,000);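 further: potency means the concentration at half of the fitted maximal effect; 0% = no-compound wells and -100% = no-enzyme wells; nearly all actives have a fitted effect of over 25% in size; some results filed as inactive show a strong effect at the top dose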
Target sequence (P00811 whole entry, looked up): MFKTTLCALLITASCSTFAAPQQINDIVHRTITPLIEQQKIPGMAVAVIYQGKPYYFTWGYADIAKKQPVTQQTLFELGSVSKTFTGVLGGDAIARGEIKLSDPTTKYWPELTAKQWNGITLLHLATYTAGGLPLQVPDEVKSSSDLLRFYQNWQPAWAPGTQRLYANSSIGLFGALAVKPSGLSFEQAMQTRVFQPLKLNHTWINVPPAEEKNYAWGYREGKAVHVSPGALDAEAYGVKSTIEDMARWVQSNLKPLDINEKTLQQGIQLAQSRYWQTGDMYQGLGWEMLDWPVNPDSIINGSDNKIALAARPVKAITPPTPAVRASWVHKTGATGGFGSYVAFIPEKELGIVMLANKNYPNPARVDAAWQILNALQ
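AmpC (5.3 nM in the dispensed reagent) in 20 mM phosphate pH 7.0 with 0.01% (detergent screen) or 0.0001% Triton X-100 was preincubated with compounds for 15 min at room temperature. Nitrocefin was then added from an 800 uM solution, and hydrolysis was followed at 480 nm.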
* hit, by the source's call; u = inconclusive; x = no result given; & = joins results of further samples; [ ] = dose if it differs, or a comment. Unless noted, the call rests on the fitted dose curve; in most records, active means well fitted curve in the direction sought with a large enough effect; inconclusive means small, poorly fitted or top-dose-only effect, or another doubt; inactive means no such curve, though single readings can be large; an effect the other way counts as inactive or inconclusive. Unless noted, on the % scale 0 is the no-effect control and ±100 the full control effect.

Fields: Sm TGR block | AMA1-RON2 inh | Giardia FBPA inh | HCV inhibitor | HCMV antiviral | AmpC inh detg
CC1(C)CC(O)(CNCc2ccc3c(c2)OCO3)CCO1 (stereo unspecified)
 : 1% | -8% | -6% | 25% | 4 | 2%
Oc1ccc2c3c1OC1C(O)CC[C@@]4(O)[C@@H](C2)N(CC2CCC2)CC[C@]314 (stereo partly specified)
 : -6% | x | -5% | x | x | 1%
CC(/C=C/c1ccccc1)=N/NC(=O)c1cccc(Br)c1
 : x | 98%[activator] | 0% | u | 5 | 3%
Cc1nc2c(C(=O)NCCC(C)C)c[nH]n2c(=O)c1Cc1ccccc1F
 : -31% | 22% | 15% | -8% | 6 | -13%
CCC(Cc1ccccc1)NC(=O)CSc1ccsc1[N+](=O)[O-] (stereo unspecified)
 : -7% | -12% | 5% | 1% | u | -10%
CC(C)CC(=O)NC(=S)Nc1nc(-c2ccc(Cl)cc2)cs1
 : 5% | 0% | -3% | 6% | -4 | -1%
O=C(CCC1CCCCC1)Nc1ccccc1C(=O)N1CCOCC1
 : 26% | 0% | 6% | 5% | 3 | 4%
COc1ccc(NC(=O)c2cc3ccccc3[nH]2)cc1
 : 4% | 15% | -1% | 18% | 105 | -5%
COCCNC(=O)C1=CC(c2ccc3c(c2)OCO3)=NS(=O)(=O)N1C
 : -9% | x | x | x | 4 | -4%
CCn1c(=O)c(=O)n(CC)c2cc(S(=O)(=O)Nc3ccc(C)cc3)ccc21
 : -20%&-9% | -5% | 6% | 7% | -15&0 | 2%&-10%
COc1cc(/C=N/NC(=O)CC#N)cc(Br)c1O
 : -3% | -5% | -8% | -2% | -17 | -8%
COC(=O)CCCC(=O)N1CCCC(CNS(=O)(=O)c2ccc(OC)cc2)C1 (stereo unspecified)
 : 5% | -4% | 5% | 3% | -20 | -6%
NNC(=O)c1ccc(Cn2cc(Br)cn2)cc1
 : -2% | 1% | 5% | 33%[activator] | -23 | -8%
CC(=O)CSc1nnc(-c2cnccn2)n1-c1ccccc1
 : 4% | -2% | 5% | 4% | -4 | -3%
Cc1ccc(S(=O)(=O)N2CCCCC2)cc1NC(=O)c1ccccn1
 : 14% | 82%[activator] | -6% | -6% | 11 | 0%
Nc1nnc(SCC(=O)N2CCc3ccccc32)n1-c1ccccc1
 : -1% | 0% | -1% | u | -18 | 1%
Cc1cc(C)c(CN2CCC(N3CCC(C(=O)NCC4CCCO4)CC3)CC2)cc1C (stereo unspecified)
 : -13% | -3% | 2% | u | -16 | u
Cc1cc(N/N=C/c2ccccc2O)nc(N2CCOCC2)n1
 : 6% | 40%[activator] | -10% | u | 9 | 2%
CC(NC(=O)c1ccc(Cl)cc1)c1nnc(SCc2ccc([N+](=O)[O-])cc2)n1C (stereo unspecified)
 : -20% | u | x | -2% | -20 | -11%
CCCCNc1c(-c2ccc(OC)c(Sc3ccc(OC)cc3)c2)nc2ccccn12
 : 0% | -6% | x | 10µM* | x | -7%
O=C(CCN1C(=O)/C(=C\c2ccc(F)cc2)SC1=S)Nc1ccccc1
 : -2% | -1% | 1% | 20% | 21 | 1%
CCc1nnc(NC(=O)C2CCC(CNc3c(N4CCC(C)CC4)c(=O)c3=O)CC2)s1 (stereo unspecified)
 : 5% | -1% | 0% | 6% | 0 | 1%
C[C@H](CO)N1C[C@H](C)[C@@H](CN(C)S(C)(=O)=O)Oc2c(NC(=O)Nc3ccc4c(c3)OCO4)cccc2C1=O
 : x | 9% | x | 13% | -20 | x
NC(=O)Nc1ccc(C(=O)N2CCN(S(=O)(=O)Cc3ccccc3)CC2)cc1
 : -3% | -10% | x | 24% | 5 | -2%
CCN1CCN(c2ccc(S(=O)(=O)N3CCCCC3)cc2NC(=O)CC(C)c2ccccc2)CC1 (stereo unspecified)
 : 1% | 18% | x | -10% | -17 | u
O=C(CCC1CCCC1)Nc1ccc(Br)cn1
 : -1% | -1% | 2% | 10% | -28 | u
O=C(O)CSc1ncccn1
 : -13% | -10% | 2% | 9% | -27 | -8%
Cc1ccc(-c2nnn(CC(=O)N(CCN3CCOCC3)C(C(=O)NC3CCCC3)c3ccncc3)n2)o1 (stereo unspecified)
 : -5% | 0% | u | 9% | 47 | -3%
Nc1cc(=O)[nH]c(SCC(=O)N2N=C(c3ccc(Cl)cc3)CC2c2ccco2)n1 (stereo unspecified)
 : x | -12% | 1% | -12% | u | 5%
CC1(c2nnc(Cc3ccccc3)o2)CC(c2ccccc2Br)=NO1 (stereo unspecified)
 : -12% | 34%[activator] | x | 1% | 0 | -14%
COC(=O)c1cc(S(=O)(=O)N2CCCC2=O)c(Cl)cc1Cl
 : -2% | 4% | -1% | -17% | 25 | u
CC(=O)c1cccc(NC(=O)C(C)n2c(=O)cc(C)c3c(C)nn(-c4ccccc4)c32)c1 (stereo unspecified)
 : 6% | x | x | x | 3 | 17%
COc1cccc(CNC(=O)CSc2cc(C)[nH]c(=O)n2)c1
 : 4% | x | x | x | 5 | -3%
CCC(=O)N1c2ccccc2CC1C(=O)NCCN1CCN(c2ccccc2F)CC1 (stereo unspecified)
 : -8% | x | x | x | 6 | -6%
CCCCC(=O)NC(=S)Nc1ccc(S(=O)(=O)N2CCCC2)cc1
 : 7% | -10% | -16% | -6% | 7 | -11%
Cc1ccc(C(=O)NCC2CCCN2S(=O)(=O)c2ccc(C)cc2)cc1 (stereo unspecified)
 : -1% | 16% | x | -20% | -6 | -9%
Cc1ccc(C(=O)Oc2c(S(=O)(=O)c3ccccc3)c(C)nn2-c2ccccc2)cc1
 : -9% | x | x | x | 21 | 15%
O=C(N/N=C/c1ccccc1O)C1SCCCS1
 : 1% | 103%[activator] | 13% | u | 0 | -11%
CCNc1c(N)c(=O)oc2ccccc12
 : 0% | 9% | -24% | -16% | 13 | -8%
CCOC(=O)c1[nH]c(C)c(CCC(=O)Nc2c(C)cc(C)cc2C)c1C
 : 2% | x | x | x | -15 | -8%
CCCCCC[N+](C)(C)CCSSCC[N+](C)(C)CCCCCC
 : -25% | -4% | -14% | 4% | 5 | -11%
COCCn1c(=NC(=O)CSCC(=O)N2CCOCC2)sc2cc(C)ccc21
 : 3% | -8% | x | -2% | 32 | 1%
COc1ccc(OCCN2CCN(S(=O)(=O)c3ccccc3C#N)CC2)cc1
 : -1% | 7% | x | -13% | -27 | 2%
CCN(CC)S(=O)(=O)c1ccc2c(c1)nc(CN(C)C(=O)c1cccc(Cl)c1)n2C
 : -3% | x | x | x | -4 | 2%
COc1ccccc1NS(=O)(=O)c1cc(NC(=O)c2sccc2C)ccc1N1CCOCC1
 : 0% | 3% | -5% | u | -1 | -1%
COCCCNC(=O)Cn1nnc(-c2ccc(NC(=O)c3ccc(F)cc3)cc2)n1
 : 11% | -1% | -7% | -13% | -33 | 7%
COC(=O)c1ccc(CSc2nc3ccccc3c(=O)n2-c2ccccc2)o1
 : -13% | -1% | 2% | u | -14 | 5%
CC(C(=O)c1ccc(-c2ccccc2)cc1)[n+]1cccc(Br)c1 (stereo unspecified)
 : 0% | -4% | 7% | 7% | x | -8%
Cc1cccc(C)c1NC(=O)CN(C)C(=O)c1ccc(-c2cccc(C(F)(F)F)c2)o1
 : u | -20% | x | u | -32 | -3%
COC(=O)c1cc(Cl)c(NC(=O)c2cc3ccccc3o2)cc1OC
 : -6% | 5% | x | -22% | 36 | u
CNC(=O)CN1C(=O)CSc2ncccc21
 : -1% | -2% | 1% | 13% | u | 6%
NNC(=O)c1[nH]c2ccc(Br)cc2c1-c1ccccc1
 : -6% | 78%[activator] | -15% | 4% | -96* | 0%
O=c1c2sc3ccccc3c2n(Cc2cccc(C(F)(F)F)c2)c(=O)n1-c1ccccc1
 : 1% | x | x | x | -22 | -3%
CCOc1ccc(NC(=O)C2CCC(CNc3c(N4CCCCC4)c(=O)c3=O)CC2)cc1 (stereo unspecified)
 : 10% | -4% | 2% | -13% | -39 | -8%
CCC(C)c1ccc(NC(=S)NCc2ccccn2)cc1 (stereo unspecified)
 : -1% | 1% | -8% | -19% | u | -8%
CCOc1ccc(C(=O)Nc2ccccc2C(=O)OCc2cc(=O)n3nc(C4CC4)sc3n2)cc1
 : -5% | x | x | x | 15 | 17%
CCOc1ccc(N(CC)S(=O)(=O)c2c(C)[nH]c(=O)[nH]c2=O)cc1
 : -3% | 2% | -14% | 14% | -29 | -1%
CCCCN(C(=O)c1cc2ccccc2o1)c1c(N)n(CCCC)c(=O)[nH]c1=O
 : -8% | -1% | x | -11% | -33 | -6%
O=C(CCNS(=O)(=O)c1ccc(Br)s1)NCc1ccc(F)cc1
 : 22% | 0% | 6% | -28% | -28 | 4%
COc1cc([C@@H]2c3cc4c(cc3[C@@H](O)[C@H]3COC(=O)[C@H]23)OCO4)cc(OC)c1O[Si](C)(C)C(C)(C)C
 : 13% | -1% | -6% | -29% | u | -10%

Full records from above. Screens in order: Sm TGR block | AMA1-RON2 inh | Giardia FBPA inh | HCV inhibitor | HCMV antiviral | AmpC inh detg
Shown for CCC(C)c1ccc(NC(=S)NCc2ccccn2)cc1 (stereo unspecified) : -1% | 1% | -8% | -19% | u | -8%
Shown for CCNc1c(N)c(=O)oc2ccccc12 : 0% | 9% | -24% | -16% | 13 | -8%
Shown for NNC(=O)c1[nH]c2ccc(Br)cc2c1-c1ccccc1 : -6% | 78%[activator] | -15% | 4% | -96* | 0%

Additional structures follow.
Fields: Sm TGR block | AMA1-RON2 inh | Giardia FBPA inh | HCV inhibitor | HCMV antiviral | AmpC inh detg
CC(C)C(NS(=O)(=O)c1cccc2nsnc12)C(=O)NCc1ccco1 (stereo unspecified)
 : -8% | -3% | 1% | 0% | -6 | 8%
CCOC(=O)CSc1nc(N2CCOCC2)c2c(c1C#N)CC(C)(C)N(C)C2
 : -3% | -8% | -28% | -21% | 33 | -5%
Cc1cc2c(cc1C)NC(CC(=O)Nc1ccccc1)C(=O)N2 (stereo unspecified)
 : -1% | x | x | x | -100* | 17%
CCOC(=O)C1=C(C)NC(=O)NC1c1ccc(-c2ccccc2F)o1 (stereo unspecified)
 : u | 22% | 3% | u | -61* | -9%
Cc1cc(Oc2ccccc2)nc(-c2ccccc2)n1
 : 15% | 26% | x | -18% | 11 | -6%
Cc1cc(C)nc(N2CCC(C(=O)NCCc3ccccc3)CC2)n1
 : -10% | 10% | 5% | -21% | -15 | 0%
O=C(CN1C(=O)C(=O)N(Cc2ccco2)C1=O)Nc1ccc(F)c(F)c1F
 : x | 9% | x | 0% | -22 | x
COc1cccc(C(=O)Nc2ccc3c(c2)n(C)c(=O)n3C)c1
 : 5% | 7% | -7% | 16% | 2 | -6%
CCC(=O)c1ccc(N2CCN(C(=O)c3ccccc3F)CC2)c(F)c1
 : -3% | 7% | 14% | u | 20 | 1%
